Compound activity: PubChem, NMMLSC
Bcl-2 Bim block: inhibitors of Bim-Bcl-2 interaction, human | inhibition, % at 10 µM | hit rate 0.06% among 190,000 | P10415 | Bead-based flow cytometry, Bim peptide-Bcl-2 binding; in the data active = inhibition above about 40%; inconclusive = no clear call, values can overlap the other calls;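 also: 0% = no compound wells with probe peptide and 100% = reference peptide inhibitor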
Target sequence (P10415 whole entry, looked up): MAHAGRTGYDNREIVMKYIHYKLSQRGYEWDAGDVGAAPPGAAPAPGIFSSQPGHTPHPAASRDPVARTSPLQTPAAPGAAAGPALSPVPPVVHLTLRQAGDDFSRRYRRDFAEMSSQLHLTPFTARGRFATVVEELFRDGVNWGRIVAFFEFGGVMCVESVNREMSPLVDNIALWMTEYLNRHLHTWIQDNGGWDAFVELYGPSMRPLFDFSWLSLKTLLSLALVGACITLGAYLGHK
Bcl-XL Bim block: disrupts Bim peptide binding to human Bcl-XL; Q07817; bead flow cytometry, fluorescence; inhibition, % at 10 µM; hit rate 0.04% among 190,000; AID 1007
Target sequence (Q07817 whole entry, looked up): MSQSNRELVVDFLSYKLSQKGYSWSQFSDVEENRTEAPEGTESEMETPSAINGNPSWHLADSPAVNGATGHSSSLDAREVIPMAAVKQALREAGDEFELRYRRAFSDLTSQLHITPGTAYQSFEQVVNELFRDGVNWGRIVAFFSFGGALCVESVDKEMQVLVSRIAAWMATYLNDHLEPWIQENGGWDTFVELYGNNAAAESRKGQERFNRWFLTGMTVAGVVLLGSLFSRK
ABCB1 inh: human ABCB1 inhibition, ABCG2 as counter-screen; AID 1326; hit rate 0.067% among 190,000; P08183; CCRF-Adr cells, JC-1 efflux, flow cytometry; inhibition, % at 6.6 µM; in the data active = inhibition above about 40%;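 also: 0% = vehicle and 100% = reference inhibitor; higher value means more JC-1 retained so stronger ABCB1 efflux block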
GSH bead fluor: compound fluoresces at 488/530 nm on GSH beads | GSH beads flow cytometry, compound fluorescence 488/530 nm; active compounds read high | fluorescence (KMESF) at 10 µM | hit rate 0.25% among 190,000 | AID 1776; in the data active = fluorescence above about 89;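 also: glutathione beads carrying GST-tagged Bcl family fusion proteins plus one bare bead set; values are compound well signal with DMSO vehicle wells as background; inactives centre near 16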
Bim-Bfl-1: inhibitors of Bim-Bfl-1 interaction, human. Q16548. Bead-based flow cytometry, Bim-Bfl-1 binding inhibition. inhibition, % at 10 µM. hit rate 0.12% among 190,000. AID 1008;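 also: 0% = wells without compound plus tracer and 100% = blocker peptide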
Bcl-W Bim block: disrupts Bim peptide binding to human Bcl-W. Q92843. bead-based flow cytometry. inhibition, % at 10 µM. hit rate 0.02% among 190,000;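 also: 0% = bound tracer without compound and 100% = peptide blocker; higher means less fluorescent Bim peptide bound to Bcl-W beads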
RGS7-Gao: regulators of human RGS7-Galphao interaction; binding response (% of control), % at 10 µM; P09471; AID 1439; hit rate 0.35% among 220,000; Multiplexed bead flow cytometry, RGS7-Galphao binding; actives lie on both sides; in the data active = binding response below about 49% or above about 150%; inconclusive = no clear call, values can overlap the other calls; inactive = in between;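 also: fluorescent Galphao held in activated GDP-AlF4 state binding bead-coupled RGS7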
Target sequence (P09471 whole entry, looked up): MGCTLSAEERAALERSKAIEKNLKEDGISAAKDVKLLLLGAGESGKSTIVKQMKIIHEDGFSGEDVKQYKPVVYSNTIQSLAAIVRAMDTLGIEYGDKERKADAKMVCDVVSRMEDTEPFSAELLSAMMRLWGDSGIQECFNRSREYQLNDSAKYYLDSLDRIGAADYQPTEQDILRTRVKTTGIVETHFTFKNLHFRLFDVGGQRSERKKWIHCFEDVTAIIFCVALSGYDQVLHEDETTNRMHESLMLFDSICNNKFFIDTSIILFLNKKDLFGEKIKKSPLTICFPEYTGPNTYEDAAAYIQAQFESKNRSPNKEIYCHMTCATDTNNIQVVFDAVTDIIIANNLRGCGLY
RGS8-Gao: human RGS8-Galphao interaction regulation. multiplexed bead flow cytometry, RGS8-Galphao binding; actives lie on both sides. hit rate 0.34% among 220,000. AID 1423. P09471. response (percent of control binding), % at 10 µM; in the data active = response below about 60% or above about 140%; inactive = in between;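 also: Galphao activated as the GDP aluminium fluoride complex binding bead-coupled RGS8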
Bim-Bcl-B: disrupts Bim peptide binding to human Bcl-B; Q9HD36; bead-based flow cytometry; inhibition, % at 10 µM; hit rate 0.073% among 190,000; AID 951;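 also: 0% = tracer peptide without compound and 100% = reference inhibitor peptide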
Target sequence (Q9HD36 whole entry, looked up): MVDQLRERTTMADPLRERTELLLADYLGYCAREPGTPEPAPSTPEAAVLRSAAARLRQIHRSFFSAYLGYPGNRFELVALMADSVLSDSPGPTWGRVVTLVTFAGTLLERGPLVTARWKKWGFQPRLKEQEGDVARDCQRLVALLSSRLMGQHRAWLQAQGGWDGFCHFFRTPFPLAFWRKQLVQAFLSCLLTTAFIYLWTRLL
ABCG2 block: blocks JC-1 efflux by human ABCG2 transporter | Q9UNQ0 | hit rate 0.1% among 190,000 | IgMXP3 cells, flow cytometry | inhibition, % at 6.6 µM | AID 1325;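 active = inhibition above 80%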;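 also: 0% = DMSO and 100% = nicardipine control wells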
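Times: 10 min at 25 °C | Test system: Two drug-resistant human cell lines, ABCG2 and ABCB1 | Quantity: 3 million cells/mL final, two lines in 1:1 ratio | Signal: Flow cytometry, 530 nm JC-1 signal | Dosing: Compound at 6.6 µM | Controls: Nicardipine and DMSO wells | Reagent: JC-1 as fluorescent efflux pump substrate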
RGS4-Gao reg: human RGS4-Galphao interaction regulation; P09471; Multiplexed bead flow cytometry, RGS4-Galphao binding; actives lie on both sides; binding response (% of control), % at 10 µM; hit rate 0.33% among 220,000; AID 1415; in the data active = binding response below about 49% or above about 150%; inactive = in between;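 also: fluorescent Galphao activated with aluminum fluoride binding bead-coupled RGS4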
* marks the source's active call; other numbers are inactive results; ? = inconclusive. Rule as the data show it, unless noted: active = inhibition above about 40%. Outcome played no part in choosing rows; overall some 1.1% were active at least once.

SMILES	Bcl-2 Bim block	Bcl-XL Bim block	ABCB1 inh	GSH bead fluor	Bim-Bfl-1	Bcl-W Bim block	RGS7-Gao	RGS8-Gao	Bim-Bcl-B	ABCG2 block	RGS4-Gao reg
CN(C)CCN(C(=O)c1ccc(S(=O)(=O)N(C)C)cc1)c1nc2cc3c(cc2s1)OCCO3	-2	-3	1.6	20	-7	-7	100	98	-6	2	99
OC1(C(F)(F)F)CC(O)(C(F)(F)F)n2nc(-c3ccccc3)cc2N1 (stereo not drawn)	-1	-2	-5.8	29	-1	0	95	98	0	-5	94
CCOC(=O)C1C(=O)NC(C)C1c1ccccc1 (stereo not drawn)	-1	-1	0.4	19	0	0	101	100	-1	1	100
O=C(/C=C/c1ccccc1)NCCSc1ccc(Cl)cc1	-5	0	0.1	15	-6	0	98	100	-8	21	98
CCCCOC(=O)c1ccc(O)cc1	-3	-5	0.7	18	1	-4	104	103	-3	-1	102
O=C1C2CCCN2C(c2cccc(F)c2)N1c1cccc(Cl)c1 (stereo not drawn)	-9	-3	0.5	14	-12	-3	103	100	-8	1	105
CN1C(=O)C2(N=c3ccccc3=N2)c2ccccc21	2	4	0.6	21	1	5	94	102	5	4	97
CC(C)(CNS(C)(=O)=O)SCc1ccc(Cl)cc1	-1	-7	-0.6	8	0	-10	105	99	-2	0	106
COc1cc2c(c(OC)c1OC)CC(=O)N(C)CC2	-2	-5	12	9	-3	-5	100	100	-7	14	100
CC1CCc2c(C(=O)OCC(=O)Nc3cccc(S(=O)(=O)N4CCCCCC4)c3)csc2C1 (stereo not drawn)	-1	0	-0.1	7	0	0	101	101	1	0	103
Cc1nnc(N(C)C(=O)c2cccnc2)s1	-7	-6	0.1	40	-11	1	107	103	-7	-1	104
CCN1C(=O)C(CC(=O)Nc2ccc(Br)cc2)N(CCCc2ccccc2)C1=S (stereo not drawn)	2	1	-0.3	30	5	1	101	95	2	-1	102
O=C(C1=C[C@H](C2CC2)C[C@H](OCc2ccc(CO)cc2)O1)N1CCOCC1	-6	0	0.1	19	-5	-4	103	104	-5	1	102
CC(C(=O)NCc1ccco1)n1cc(C(=O)c2ccco2)c2ccccc21 (stereo not drawn)	-6	-6	0.9	47	-8	-3	102	101	-3	4	101
Cc1ccc(Nc2ncccc2C(=O)NCc2cccs2)c(C)c1	-11	-10	-0.6	37	-20	0	100	100	-11	66	101
COc1ccc(C(CC(=O)c2ccccc2)CC(=O)c2ccccc2)cc1OC	-1	-4	1.4	13	-2	0	?	101	-5	4	101
O=C(COC(=O)CCS(=O)(=O)c1ccc(Cl)cc1)NCCc1ccc(Cl)cc1Cl	-5	-8	0.1	12	0	-4	97	98	-5	5	97
CNc1c([N+](=O)[O-])ncn1C	0	0	0.1	8	2	-1	105	104	2	0	109
CCN1C(=O)C2C(c3ccc(O)c(OC)c3)NC(C)(C(=O)OC)C2C1=O (stereo not drawn)	-6	-12	0.0	19	-2	-8	101	99	-2	0	101
CC1CN(c2ccc(C(=O)c3ccccc3C(=O)O)cc2[N+](=O)[O-])CC(C)O1 (stereo not drawn)	-1	-2	0.8	11	-3	0	105	102	-1	3	103
COCCNC(=O)CN(C(=O)Cn1nnc2ccccc21)c1ccccc1	-9	0	0.1	45	-11	0	94	102	-3	0	101
COC(=O)c1cc(NC(=S)NCc2ccc(Cl)cc2)cc(C(=O)OC)c1	-9	-9	-0.2	12	-7	-9	98	99	-12	-2	100
COc1ccc(OCCn2cc(/C(N)=N/O)c3ccccc32)cc1	-1	0	0.4	13	0	-2	95	101	0	3	98
COC(=O)/C(=N/Nc1ccccc1Cl)Sc1nnc(C(O)c2ccccc2)n1-c1ccccc1 (stereo not drawn)	-4	-11	0.9	20	-9	-7	102	101	-14	1	103
CCCn1nnnc1-c1ccc(Cl)cc1	-4	-6	0.2	25	-2	0	101	99	3	2	100
O=C(Nn1c(O)c(C=C2N=c3ccccc3=N2)sc1=S)c1ccc(Cl)cc1	6	2	-0.4	15	2	4	101	101	-14	-1	100
Cc1ccc(S(=O)(=O)NCCC(=O)OCC(=O)Nc2ccccc2Cl)cc1	-1	0	0.7	25	-4	-2	103	96	-4	6	88
S=C(NCCc1ccncc1)Nc1cccc2ccccc12	-2	-8	1.2	22	1	-7	83	95	2	8	86
Cc1nc2ccccc2c(=O)n1NC(=O)C1CCC(C(C)(C)C)CC1 (stereo not drawn)	0	-2	0.6	21	-2	2	105	108	2	1	108
CC(C)CNC(=S)NC1CC2CCCC(C1)N2C1CCCCC1 (stereo not drawn)	-1	-1	-0.2	11	-7	0	89	96	-5	-1	90
CCCC(=O)N(c1ccc(OC)cc1)C1C=CS(=O)(=O)C1 (stereo not drawn)	-6	-7	0.3	24	-14	0	99	103	-8	0	101
Cc1cc(C)c(C)c(Oc2ncnc(N)c2[N+](=O)[O-])c1	-2	-2	1.0	6	-1	-1	80	87	-4	11	98
COc1ccc(-n2c(=S)[nH]c3c(oc4ccccc43)c2=O)cc1	-4	-14	0.3	4	2	-4	100	102	-39	3	101
CC(=O)NC(O)C(=O)c1ccco1 (stereo not drawn)	-4	0	0.6	5	-2	0	100	101	0	1	98
CCCC(=NCc1ccccc1)C1=C(O)C(C(=O)OC)C(C)(C)CC1=O (stereo not drawn)	-7	1	0.8	52	-11	5	107	104	-6	3	106
CC1CCCC(NC(=O)CCNS(=O)(=O)c2ccc(Br)cc2)C1C (stereo not drawn)	0	-2	0.7	12	-1	-1	101	100	-4	2	100
CC(C)[C@H](Nc1ccc(S(=O)(=O)N2CCOCC2)cc1[N+](=O)[O-])C(=O)OCC(N)=O	-1	-5	0.2	4	-2	0	103	105	-5	5	103
Cc1c(N(C)C(=O)c2ccco2)c(=O)n(-c2ccccc2)n1C	-2	2	0.8	8	-14	8	99	99	-4	4	104
CC1(C)CC(=O)c2cnc(NC(=O)CCc3ccccc3)nc2C1	0	11	0.4	30	1	-1	91	88	0	6	90
O=C(NCCCN1CCOCC1)C1CC(=O)N(CCc2ccccc2)C1 (stereo not drawn)	-2	-7	0.0	40	-11	-2	97	100	-7	0	100
COc1ccc(OCCNS(=O)(=O)c2ccc3oc4ccccc4c3c2)cc1	0	0	0.5	10	0	0	103	100	3	2	103
Cc1ccc(CCNC(=O)c2ccc(CS(=O)(=O)Cc3ccccc3F)o2)cc1	-3	-6	0.8	34	0	-3	84	83	-2	1	70
Nc1nc(CC(=O)CSc2ccc(Cl)cc2)nc(Nc2ccc(F)cc2)n1	-10	-13	0.0	19	-12	-10	95	103	-36	2	101
N#CCC(=O)N1CCn2c1nc1ccccc12	-4	-5	0.2	9	-5	8	104	100	-3	2	103
OC1CCCN(Cc2nc(Cc3ccccc3Cl)no2)C1 (stereo not drawn)	-5	0	0.6	13	-6	-2	103	102	-3	2	102
COc1ccc(C(=O)NN=C(Cc2ccccc2)Cc2ccccc2)cc1OC	0	-4	-0.2	6	-1	-1	97	98	-1	0	97
COc1ccccc1Cn1cnc2cccnc21	-18	-18	-0.4	45	-10	3	96	96	-35	0	92
O=C(CCN1CCc2ccccc2C1)Nc1ccc2c(c1)OCO2	-10	-5	0.4	34	-15	-1	102	101	-9	2	100
O=C(Nc1ncc2c(n1)-c1ccccc1OC2)c1cccc([N+](=O)[O-])c1	-2	0	0.3	26	-5	-1	101	101	0	8	101
COc1ccc(CCNC(=O)CN(c2cc([N+](=O)[O-])ccc2OC)S(C)(=O)=O)cc1OC	2	0	-0.5	17	-1	-5	101	102	1	4	102
O=C(NNC(=O)c1sccc1-n1cccc1)c1cccs1	-1	-2	0.3	17	-5	-2	99	101	0	0	103
O=C(NCC(c1cccnc1)N1CCOCC1)c1cccc(Cl)c1 (stereo not drawn)	-5	-1	0.5	11	-11	-2	99	101	-8	3	96
S=c1[nH]nc(-c2ccc3ccccc3n2)o1	-8	-1	0.2	9	0	2	99	103	-20	1	100
CC1=C(C(=O)Nc2nc3ccccc3s2)C(c2ccco2)C(C#N)=C(SCC(=O)NC2CCCCC2)N1 (stereo not drawn)	-6	-7	0.8	11	0	-1	104	102	-8	0	102
Cc1ccc(-n2nnnc2CN2CCCCC2)cc1	-4	-1	-0.2	11	-4	2	104	103	-1	2	103
C=CCN1C(=O)N(/C=C/C)c2cccc3cccc1c23	-6	-4	1.0	14	-10	0	98	99	-4	19	99
CC1N=C(N)C(c2nc3ccccc3n2C)=C1O (stereo not drawn)	-4	1	0.3	19	-3	0	93	100	-5	2	92
c1ccc(Cn2nc(-c3ccccc3)nc2-c2ccccc2)cc1	1	-2	2.8	5	0	0	93	77	-2	54	96
CCOC(=O)CN=C/C(C(=O)Nc1nccs1)=C(/C)O	1	0	0.2	15	-3	0	91	101	0	2	100
COc1ccc(S(=O)(=O)N/N=C\c2ccc(OC)c(COc3ccc(C)cc3[N+](=O)[O-])c2)cc1	1	-2	0.2	21	0	-1	101	102	-5	1	99

Part of the list above in order of count of non-hydrogen atoms, falling:
SMILES	Bcl-2 Bim block	Bcl-XL Bim block	ABCB1 inh	GSH bead fluor	Bim-Bfl-1	Bcl-W Bim block	RGS7-Gao	RGS8-Gao	Bim-Bcl-B	ABCG2 block	RGS4-Gao reg
O=C(Nc1ncc2c(n1)-c1ccccc1OC2)c1cccc([N+](=O)[O-])c1	-2	0	0.3	26	-5	-1	101	101	0	8	101
OC1CCCN(Cc2nc(Cc3ccccc3Cl)no2)C1 (stereo not drawn)	-5	0	0.6	13	-6	-2	103	102	-3	2	102
COc1ccccc1Cn1cnc2cccnc21	-18	-18	-0.4	45	-10	3	96	96	-35	0	92

Following part.
SMILES	Bcl-2 Bim block	Bcl-XL Bim block	ABCB1 inh	GSH bead fluor	Bim-Bfl-1	Bcl-W Bim block	RGS7-Gao	RGS8-Gao	Bim-Bcl-B	ABCG2 block	RGS4-Gao reg
Cc1nc2ccccn2c1C(=O)NC1CCCc2ccccc21 (stereo not drawn)	1	-3	1.1	29	-8	1	97	104	-5	2	101
O=C(CC1Oc2ccc(Cl)cc2NC1=O)NC1CCCCCC1 (stereo not drawn)	-10	-5	-2.2	21	-10	1	104	104	-7	-2	102
COc1cc(C)c(S(=O)(=O)N2CCOCC2)c(C)c1C	-4	0	0.1	16	-3	-3	101	104	-5	0	101
COc1cc(OC)c2c(=O)cc(-c3ccccc3)oc2c1	-3	2	1.0	22	8	-2	104	100	4	8	107
O=C(CSc1c[nH]c2ccccc12)N1CCOCC1	-3	-4	0.8	17	-3	-2	101	96	-1	2	98
CNS(=O)(=O)c1ccc2nc(NC(=O)/C=C/c3ccco3)sc2c1	2	-2	-0.7	10	0	-2	?	100	-5	-1	104
O=c1n(-c2cccc(Cl)c2)c(=O)n2n1CCC2	-11	0	-1.2	13	-11	2	103	103	-2	1	101
